# From PubChem BioAssay
# BLM inh – qHTS Assay for Inhibitors of Bloom's syndrome helicase (BLM); RecQ-like DNA helicase BLM (Homo sapiens), P54132; recombinant BLM DNA unwinding, fluorescence dequenching; Potency, µM (doses to about 56.1 µM), without a hit: at the highest dose activity change, negative = inhibition, usual class: inhibitors; 0.2% of 350,000 active; AID 2528, 2010;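 further: potency means the concentration at half of the fitted maximal effect; plate controls were vehicle for no effect and no enzyme for full effect; nearly all actives have a fitted effect of over 35% in size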
# Pol beta inh – qHTS Assay for Inhibitors of DNA Polymerase Beta; AID 485314, 2010; Potency, µM (doses to about 114 µM), without a hit: at the top dose activity change, negative = inhibition, actives largely listed as inhibitors; P06746; Pol beta primer extension/strand displacement, fluorescence kinetic; 1.3% of 340,000 active; further: potency means the concentration at half of the fitted maximal effect; on the % scale 0 is the no-effect control and ±100 the full control effect
#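 Pol beta (10 nM) and compounds were preincubated 15 min at room temperature, then 50 nM substrate (final) started primer extension/strand displacement. Reads were taken at 0 and 10 min; concentration-response data were fitted to a four-parameter Hill equation.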
# APEX1 inh – qHTS Assay for Inhibitors of the Human Apurinic/apyrimidinic Endonuclease 1 (APE1) | 0.35% of 350,000 active | DNA repair nuclease/redox regulator APEX1 (Homo sapiens), P27695 | Potency, µM (titrated, usually from 65.8 µM), inactives show top-dose activity change, negative = inhibition, actives largely listed as inhibitors | recombinant APE1, TAMRA/BHQ-2 abasic DNA cleavage fluorescence;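 further: potency means the concentration at half of the fitted maximal effect; plate controls were vehicle for no effect and reference inhibitor for full effect; nearly all actives have a fitted effect of over 55% in size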
# Target sequence (P27695 whole entry, looked up): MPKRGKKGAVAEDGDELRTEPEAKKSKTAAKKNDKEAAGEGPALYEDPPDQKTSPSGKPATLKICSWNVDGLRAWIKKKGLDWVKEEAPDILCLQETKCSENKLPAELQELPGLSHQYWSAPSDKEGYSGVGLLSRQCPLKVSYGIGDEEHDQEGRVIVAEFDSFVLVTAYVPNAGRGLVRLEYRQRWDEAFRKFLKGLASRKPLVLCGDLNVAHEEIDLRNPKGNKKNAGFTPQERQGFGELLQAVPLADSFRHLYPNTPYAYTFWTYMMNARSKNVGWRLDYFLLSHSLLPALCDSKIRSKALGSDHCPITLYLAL
#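 APE1 at 0.75 nM preincubated 15 min at room temperature with compound. Reaction then started with 50 nM double-stranded THF-abasic substrate labelled with TAMRA/BHQ-2, and 525/598 nm fluorescence read kinetically. Activity taken as third-minus-first read difference, normalized to DMSO and NSC13755 controls.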
# TRHR ag – qHTS for Small Molecule Agonists and Allosteric Enhancers of Human TRH Receptor: Primary Screen for Agonists | TRHR cells, calcium flux fluo-8, FDSS agonist mode | 0.18% of 360,000 active | Thyrotropin-releasing hormone receptor (Homo sapiens), P34981 | activation, % at 2 µM; in the data active means activation above about 30%; further: 0% is about no effect
#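 Agonist-mode FDSS calcium read (Ex 480/Em 530, 1 s cycles) in 1536-well TRHR cells with fluo-8 dye, after 10-cycle baseline and 23 nL compound addition; TRH at EC20 (10 nM final) added afterwards for the enhancer phase.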
# ERG Ets-DNA blk – qHTS for Small Molecule Inhibitors of the ERG Ets/DNA interaction; AID 624246, 2012; Transcriptional regulator ERG (Homo sapiens), P11308; fluorescence polarization, His-ERG Ets domain / labelled DNA; Potency, µM (doses to about 76.9 µM), for inactives: at the highest dose FP activity, negative = inhibition, most hits filed as inhibitors; 0.028% of 370,000 active; active means well fitted inhibition curve with a large enough effect in the polarisation, with a control signal flat; inconclusive means small, poorly fitted or top-dose-only effect, or effect the other way, or a change in a side signal; inactive means no such curve, though single readings can be large or run the other way; the % refers to the polarisation;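 further: polarization taken with two DNA probes labelled with fluorescein and Texas red; potency means the concentration at half of the fitted maximal effect; % of control where 0% means no effect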
# Target sequence (P11308 whole entry, looked up, the tested form may be a part): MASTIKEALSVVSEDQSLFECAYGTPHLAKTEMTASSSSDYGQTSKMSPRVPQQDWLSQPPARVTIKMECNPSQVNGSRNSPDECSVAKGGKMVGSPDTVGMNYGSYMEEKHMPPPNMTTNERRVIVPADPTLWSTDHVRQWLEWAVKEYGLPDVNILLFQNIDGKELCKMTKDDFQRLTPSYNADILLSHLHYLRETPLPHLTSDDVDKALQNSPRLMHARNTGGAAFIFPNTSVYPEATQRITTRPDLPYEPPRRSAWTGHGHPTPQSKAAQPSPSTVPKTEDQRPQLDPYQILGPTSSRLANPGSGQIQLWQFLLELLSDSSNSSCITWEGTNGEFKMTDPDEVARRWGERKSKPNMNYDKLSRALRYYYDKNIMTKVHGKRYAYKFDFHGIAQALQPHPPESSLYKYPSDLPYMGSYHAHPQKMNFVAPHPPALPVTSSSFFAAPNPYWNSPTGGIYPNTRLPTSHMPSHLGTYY
#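 His-tagged ERG Ets domain (1 uM in the protein solution; 300mM KCl, 50mM Tris-HCl, 1mM EDTA, 1mM DTT, pH 7.5) received compound, then a probe mix of 5 nM fluorescein-DNA and 100nM Texas-615-DNA. Fluorescence polarization was read for both dyes.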
# ALOX12 inh – Primary qHTS assay for inhibitors of human arachidonate 12S-lipoxygenase (ALOX12): Round 2 | 1.1% of 580,000 active | Potency, µM (titrated, usually from 108 µM), inactives show top-dose activity change, negative = inhibition, hits mostly inhibitors | purified 12hLO, xylenol orange hydroperoxide absorbance | AID 1671190, 2021; further: potency means the concentration at half of the fitted maximal effect; on the % scale 0 is the no-effect control and ±100 the full control effect
#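 Hydroperoxide product was detected by ferrous iron/xylenol orange as the 573 to 405 nm absorbance ratio. Arachidonic acid at 40 uM (final) was turned over for 30 min at room temperature by 150 nM human 12hLO, pH 7.0 Hepes buffer, after 15 min compound preincubation.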
# Apoferritin bind – qHTS Assay for Identification of Novel General Anesthetics; 0.074% of 350,000 active; Ferritin light chain (Equus caballus), P02791; apoferritin/1-aminoanthracene competitive binding, fluorescence; Potency, µM (highest dose often 77.5 µM), inactives show at the top dose activity change, negative = displacement, hits mostly inhibitors; further: potency means the concentration at half of the fitted maximal effect; on the % scale 0 is the no-effect control and ±100 the full control effect; nearly all actives have a fitted effect of over 20% in size
# Target sequence (P02791 2-175 limits assumed): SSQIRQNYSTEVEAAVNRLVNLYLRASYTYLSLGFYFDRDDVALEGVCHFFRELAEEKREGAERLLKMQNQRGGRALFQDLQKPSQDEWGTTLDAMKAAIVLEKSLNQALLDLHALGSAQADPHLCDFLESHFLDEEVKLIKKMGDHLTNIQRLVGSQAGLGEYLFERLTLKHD
#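 Probe: 1-aminoanthracene (50% saturated, PBS). Protein: horse-spleen apoferritin, 10 uM. Incubation: 10 min, room temperature. Detection: 380 nm excitation, 535 nm emission. Analysis: normalized response, four-parameter Hill.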
# Pol iota inh – qHTS for Inhibitors of Polymerase Iota; Potency, µM (top dose mostly 115 µM), inactives show at the highest dose activity, negative = inhibition, hits mostly inhibitors; 1% of 390,000 active; DNA polymerase iota (Homo sapiens), Q9UNA4; Pol iota fluorescent replication assay, 10 min; further: potency means the concentration at half of the fitted maximal effect
#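 Pol iota at 10 nM preincubated 15 min with compounds at room temperature; reaction started with fluorescent substrate, 50 nM final. Fluorescence read kinetically at 0 and 10 min; buffer-only wells as negative control.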
# POLK inh – qHTS for Inhibitors of Polymerase Kappa. 0.53% of 400,000 active. DNA polymerase kappa (Homo sapiens), Q9UBT6. AID 588579, 2011. Potency, µM (titrated, usually from 107 µM), for the others: at the top dose activity, negative = inhibition, usual class: inhibitors. purified Pol kappa, fluorescent DNA synthesis assay, 10 min; further: potency means the concentration at half of the fitted maximal effect; on the % scale 0 is the no-effect control and ±100 the full control effect
#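 Readout: fluorescence, taken kinetically at 0 and 10 min. Conditions: 10 nM Pol kappa, 15 min RT compound preincubation, 50 nM substrate final. Controls: enzyme-free buffer wells.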
# * = called active by the depositor; ? = inconclusive; . = not tested or not shown; & = joins results of further samples; [ ] = another dose, or the depositor's remark. Unless noted, the call rests on the fitted dose curve; in most records, active means well fitted curve in the direction sought with a large enough effect; inconclusive means small, poorly fitted or top-dose-only effect, or another doubt; inactive means no such curve, though single readings can be large; an effect the other way counts as inactive or inconclusive. The list is partial; the hit share may differ from the screen's.
SMILES,BLM inh,Pol beta inh,APEX1 inh,TRHR ag,ERG Ets-DNA blk,ALOX12 inh,Apoferritin bind,Pol iota inh,POLK inh
CCOc1ccc(OCCC(=O)OCC(=O)c2c(N)n(C)c(=O)n(C)c2=O)cc1,.,.,-6.6%,0.1,15.3%,-17.9%,.,23.5%,-20.3%
CSc1ccccc1C(=O)NC(C)c1ccc(-n2ccnc2)cc1 (stereo not drawn),-10.9%,21.1%,38.5%[activator],2.0,-12.1%,?,-5.6%,36.6%[activator],-4.5%
Cc1ccc(NC(=O)C(C)OC(=O)COc2cccc(C(F)(F)F)c2)cc1 (stereo not drawn),.,.,-7.2%,-0.5,1.4%,353.8%[activator],.,0.2%,-17.4%
N#Cc1ccc(Oc2nc(C(N)=O)cc(-c3ccccc3)n2)cc1,-5.7%,-7.5%,8.6%,0.4,-6.8%,0.0%,-7.2%,16.4%,4.1%
COc1ccc(N(CC(=O)NC2CCCC2)C(=O)Cn2nnc(-c3ccc(OC)c(OC)c3)n2)c(OC)c1,0.3%,2.6%,1.9%,-0.5,1.7%,-16.0%,-4.7%,66.9%[activator],-8.2%
COc1cccc(N2CC34C=CC(O3)C(C(=O)O)C4C2=O)c1 (stereo not drawn),?,?,-8.5%,1.1,1.8%,?,-4.5%,?,?
C/C(=N\NC(=O)C(=O)Nc1ccc(C)c(Cl)c1)c1ccncc1,-19.9%,43.2%,7.4%,-0.2,1.2%,8.0%,4.9%,94.6%[activator],-2.4%
COc1ccc([C@H]2CC(=O)C=C(c3ccc4c(c3)OCO4)C2)cc1,.,.,9.5%,-0.4,-4.8%,-6.2%,.,26.6%,-4.9%
CCc1cccc(C)c1NC(=O)CCCn1nc(C)c2sc3ccccc3c2c1=O,-0.5%,5.5%,.,0.4,2.2%,-11.2%,2.3%,98.5%[activator],-17.4%
COc1ccc(NC(C)C(=O)Nc2cc(C(F)(F)F)ccc2N2CCOCC2)c(OC)c1 (stereo not drawn),-11.1%,-2.1%,2.4%,-0.4,6.9%,-0.2%,-6.3%,1.0%,-11.7%
CC(=O)/C(=N\Nc1cccc(Cl)c1)Sc1cccc2cccnc12,-0.2%,-18.3%,1.6%,0.2,-2.1%,-3.1%,-3.8%,133.0%[activator],-16.4%
CCOc1ccc(OCC)c(NC(=O)CCS(=O)(=O)c2ccc(C)cc2)c1,-2.4%,8.4%,-15.2%,-1.1,5.3%,33.8%,2.5%,1.6%,5.7%
COc1ccc(NC(=S)NC2CCCC2)c(OC)c1,1.0%,36.0%,22.8%,-0.2,0.1%,1.1%,-5.7%,81.6%[activator],-1.6%
Cc1sc2ncnc(N3CCC(C(=O)Nc4ccc(Cl)cc4Cl)CC3)c2c1C,.,.,40.4%,0.4,-2.7%,-10.8%,.,7.7%,1.6%
Cc1ccc(Cn2c(CN3CCC(C(=O)NCc4ccccc4C)CC3)cc3ccccc32)cc1,-7.3%,30.1%[activator],.,0.5,-10.8%,?,19.6%,-0.9%,-4.9%[60.1 µM]
C/C(=N\NC(=O)c1cccc([N+](=O)[O-])c1)c1ccco1,-0.5%,19.9%,4.9%,-0.6,-5.8%[15.4 µM],-66.6%,-11.6%,?,-7.5%
CCOC(=O)c1c(NC(=O)c2cccs2)sc(C(=O)N(C)C)c1C,-0.1%,-0.7%,0.2%,0.1,-0.2%,?,?,13.5%,-9.6%
COc1ccc(C(C)=O)cc1COC(=O)CCNS(=O)(=O)c1ccc(C)cc1,.,.,-1.6%,-0.1,0.4%,1.8%,.,17.5%,-6.1%
CCN1C(=O)c2ccc(C(=O)O)cc2C1=O,6.9%,?,18.1%,-0.1,4.6%,0.0%,1.6%,?,-11.2%
CNC(=O)CN1C(=O)NC(Cc2c[nH]c3ccccc23)C1=O (stereo not drawn),-7.2%,-9.5%,1.1%,0.4,28.7%,-3.8%,-0.5%,10.0%,6.6%

# Whole records, looked up by structure. Values in the order: BLM inh | Pol beta inh | APEX1 inh | TRHR ag | ERG Ets-DNA blk | ALOX12 inh | Apoferritin bind | Pol iota inh | POLK inh
# Cc1ccc(NC(=O)C(C)OC(=O)COc2cccc(C(F)(F)F)c2)cc1 (stereo not drawn) in the list: . | . | -7.2% | -0.5 | 1.4% | 353.8%[activator] | . | 0.2% | -17.4%
# CCOc1ccc(OCCC(=O)OCC(=O)c2c(N)n(C)c(=O)n(C)c2=O)cc1 in the list: . | . | -6.6% | 0.1 | 15.3% | -17.9% | . | 23.5% | -20.3%
# CNC(=O)CN1C(=O)NC(Cc2c[nH]c3ccccc23)C1=O (stereo not drawn) in the list: -7.2% | -9.5% | 1.1% | 0.4 | 28.7% | -3.8% | -0.5% | 10.0% | 6.6%
# CCOC(=O)c1c(NC(=O)c2cccs2)sc(C(=O)N(C)C)c1C in the list: -0.1% | -0.7% | 0.2% | 0.1 | -0.2% | ? | ? | 13.5% | -9.6%

# The list continues:
SMILES,BLM inh,Pol beta inh,APEX1 inh,TRHR ag,ERG Ets-DNA blk,ALOX12 inh,Apoferritin bind,Pol iota inh,POLK inh
COc1ccc(OC)c(Nc2ncnc3ccc(Br)cc23)c1,-2.4%,6.5%,-12.6%,0.3,12.9%,?,-3.2%,6.0%,-2.7%
Cc1cccc(NC(=O)Cn2cnc3ccc(S(=O)(=O)N4CCC(C)CC4)cc3c2=O)n1,-7.8%,3.1%,-4.2%,0.6,4.1%,-18.0%,?,29.4%,3.0%
Cc1cccc(-c2nnn(CC/C(N)=N/O)n2)c1,0.1%,-1.2%,-12.0%,0.6,5.7%,-4.8%,0.1%,1.5%,-6.9%
CCn1c(=NC(=O)COc2ccccc2)sc2cccc(F)c21,-1.4%,17.0%,0.1%,0.5,-2.7%,-5.9%,-2.5%,9.3%,-8.4%
COc1ccc(N2CC(C(=O)N/N=C/c3ccc(C)cc3)CC2=O)cc1 (stereo not drawn),1.9%,16.2%,-0.8%,-0.6,-7.1%,-14.8%,-13.5%,16.5%,-9.1%
CC(C)c1nc(SCC(=O)c2ccc(F)cc2)c2ccccc2n1,-2.2%,-18.3%,-0.6%,0.2,-11.5%,?,-19.3%,-10.0%,-9.1%
COC(C#CCCN(C)C)(c1ccccc1)c1ccccc1,1.5%,14.0%,9.7%,0.1,-5.2%,6.6%,-10.1%,6.9%,-4.9%
CCOC(=O)CNC(=O)c1sc(NC(=O)c2ccccc2)nc1C,3.5%,13.0%,-1.3%,0.1,-3.4%,0.0%,-11.7%,-3.1%,9.3%
C=CCNc1nc2ccccc2nc1NS(=O)(=O)c1ccc(Cl)cc1,-3.2%,2.0%,41.0%[activator],-0.3,-11.3%,0.0%,1.0%,-6.7%,-1.9%
CCCCCCCCC#Cc1nc(C)ccc1OC,-9.7%[120 µM],.,-2.8%,.,2.8%,6.0%,-18.6%[163 µM],1.1%,0.7%&-19.2%
Cc1ccc(NC(=O)c2cc(C(=O)c3cc(Cl)ccc3O)cn(-c3ccc(C)cc3)c2=O)cc1,-12.9%,8.3%,2.1%,1.0,4.3%,-11.2%,-0.1%,13.8%,1.6%
CC(=O)N(/N=C1\Sc2ccccc2C1=O)c1ccccc1,-7.2%,1.9%,-6.5%,0.0,-14.8%,-0.8%,-11.6%,-0.1%,-8.7%
Cc1c(-c2ccccc2)nc(N)c(C#N)c1-c1cccs1,-1.2%,25.4%,-2.2%,0.6,-8.9%,-24.3%,-4.8%,5.6%,-1.6%
O=C(CSc1nc(=O)n(CCCN2CCOCC2)c2c1CCCC2)Nc1ccc(F)c(F)c1,.,.,42.3%,0.2,-9.3%,-14.3%,.,24.1%,-0.6%
Cc1ccc(C(=O)NC2CCCCCCC2)cc1S(=O)(=O)N1CCOCC1,.,.,8.8%,0.7,2.2%,21.1%,.,43.6%[activator],-8.7%
CC(C)CCOCC1CC2(CC(C)(c3csc(N)n3)OC2=O)C(=O)O1 (stereo not drawn),0.5%,-6.8%,4.2%,-0.5,2.9%,249.1%[activator],-6.5%,-7.4%,6.2%
CCc1ccc(NC(=O)C2CCN(c3nc(-c4ccc(OC)cc4)no3)CC2)cc1,0.8%,0.7%,.,0.1,-1.0%,-25.9%,-1.4%,-4.2%,-3.4%[60.1 µM]
CCC(NC(=O)CCc1nnc(-c2cc(C)on2)o1)C12CC3CC(CC(C3)C1)C2 (stereo not drawn),-2.5%,21.2%,40.0%,-0.5,-10.0%,0.0%,?,5.9%,-4.2%
Cc1cc2c(cc1S(=O)(=O)Nc1ccc(C(C)C)cc1)OCCN2C,-1.2%,-18.5%,-5.2%,-0.3,-2.2%,-27.3%,32.0%[activator],?,-7.8%
COc1cccc(-c2nn(-c3ccc(C)cc3)cc2C(=O)NCC2CCCO2)c1 (stereo not drawn),.,.,5.5%,-0.4,-3.2%,-21.2%,.,1.6%,-14.8%
O=C(O)c1c[nH]c(=S)n1-c1ccc(F)cc1,-0.9%,2.9%,-1.9%,0.3,-6.7%,?,-3.5%,0.4%,6.4%
